TWEAK-Fn14 inh: TWEAK-Fn14 signaling inhibition; TWEAK-stimulated Fn14 reporter cells, luciferase luminescence, 8 h; inhibition, % at 10 µM; 360,000 tested, 2% active; AID 1159606; in the data active = inhibition above about 50%
TROY signal inh: TROY signaling inhibition; Q293 LMP1-TROYcd NF-kB luciferase reporter, 4 h; inhibition, % at 10 µM; 360,000 tested, 0.98% active; AID 1347056;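 active = compounds whose plate-normalised and pattern-corrected inhibition of the luciferase reporter signal at the single screening dose is 50% or more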
LRH-1 inv ag: suppresses constitutive activity of human LRH-1; inhibition, % at 3.6 µM; HEK293T StAR-luciferase reporter, LRH-1 transfected, 24 h; O00482; 360,000 tested, 0.13% active;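 active = inhibition above the mean inhibition of all tested compounds plus 3 SD, cut at about 73% in these data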;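 note: 0% = DMSO wells and 100% = reporter-only cells lacking LRH-1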
EBV LMP1 NFkB: inhibitors of Epstein-Barr LMP1-induced NF-kappaB reporter; LMP1-induced NF-kappaB luciferase reporter cells, luminescence; inhibition, % at 12.5 µM; 350,000 tested, 0.69% active; in the data active = inhibition above about 41%;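 note: 0% = neutral control wells and 100% = reference inhibitor control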
KKLEB tox: CF airway cell cytotoxicity counter-screen | KKLEB CF airway cells viability, ATPlite luminescence, overnight; active compounds read low; cells stimulated with P. aeruginosa culture filtrate | activity change (cytotoxicity), % at 5 µM | 360,000 tested, 0.36% active;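 active = corrected activity change at or below -50% at 5 µM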
Shn3 inh set2: reduces Shn3 3'UTR luciferase signal in osteoblasts; inhibition, % at 12.5 µM; 360,000 tested, 0.52% active; Clone20 osteoblast Shn3 3'UTR firefly luciferase, 24 h;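 active = mean inhibition of at least 75% with every replicate also reaching 75%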;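 note: 0% = median of neutral control wells and 100% = pilot-screen positive control compound; some compounds past the cut are filed as inactive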
CF NFkB block: blocks PAF-induced NF-kB reporter in cystic fibrosis cells | KKLEB NF-kB-GFP reporter, GFP fluorescence overnight | inhibition, % at 5 µM | 360,000 tested, 0.86% active | AID 588850;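 active = at least 50% inhibition at 5 µM, scaled per plate between neutral and stimulator controls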;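 note: PAF is a Pseudomonas aeruginosa culture filtrate used as stimulus; plate controls were PAF-stimulated DMSO wells for no effect and unstimulated DMSO wells for full effect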
NCOA3 inh: human NCOA3 inhibition. Q9Y6Q9. AID 588352. inhibition, % at 3.6 µM. HEK293 GAL4-SRC3 luciferase reporter, luminescence. 360,000 tested, 0.17% active;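 active = inhibition above a per-campaign cutoff, the mean of all compounds plus 3 SD, cut at about 60% in these data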;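 note: 0% = DMSO-treated cells and 100% = gossypol-treated cells at 36 µM; higher means less SRC3-driven luciferase light from the GAL4 reporter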
Target sequence (Q9Y6Q9 whole entry, looked up, the tested form may be a part): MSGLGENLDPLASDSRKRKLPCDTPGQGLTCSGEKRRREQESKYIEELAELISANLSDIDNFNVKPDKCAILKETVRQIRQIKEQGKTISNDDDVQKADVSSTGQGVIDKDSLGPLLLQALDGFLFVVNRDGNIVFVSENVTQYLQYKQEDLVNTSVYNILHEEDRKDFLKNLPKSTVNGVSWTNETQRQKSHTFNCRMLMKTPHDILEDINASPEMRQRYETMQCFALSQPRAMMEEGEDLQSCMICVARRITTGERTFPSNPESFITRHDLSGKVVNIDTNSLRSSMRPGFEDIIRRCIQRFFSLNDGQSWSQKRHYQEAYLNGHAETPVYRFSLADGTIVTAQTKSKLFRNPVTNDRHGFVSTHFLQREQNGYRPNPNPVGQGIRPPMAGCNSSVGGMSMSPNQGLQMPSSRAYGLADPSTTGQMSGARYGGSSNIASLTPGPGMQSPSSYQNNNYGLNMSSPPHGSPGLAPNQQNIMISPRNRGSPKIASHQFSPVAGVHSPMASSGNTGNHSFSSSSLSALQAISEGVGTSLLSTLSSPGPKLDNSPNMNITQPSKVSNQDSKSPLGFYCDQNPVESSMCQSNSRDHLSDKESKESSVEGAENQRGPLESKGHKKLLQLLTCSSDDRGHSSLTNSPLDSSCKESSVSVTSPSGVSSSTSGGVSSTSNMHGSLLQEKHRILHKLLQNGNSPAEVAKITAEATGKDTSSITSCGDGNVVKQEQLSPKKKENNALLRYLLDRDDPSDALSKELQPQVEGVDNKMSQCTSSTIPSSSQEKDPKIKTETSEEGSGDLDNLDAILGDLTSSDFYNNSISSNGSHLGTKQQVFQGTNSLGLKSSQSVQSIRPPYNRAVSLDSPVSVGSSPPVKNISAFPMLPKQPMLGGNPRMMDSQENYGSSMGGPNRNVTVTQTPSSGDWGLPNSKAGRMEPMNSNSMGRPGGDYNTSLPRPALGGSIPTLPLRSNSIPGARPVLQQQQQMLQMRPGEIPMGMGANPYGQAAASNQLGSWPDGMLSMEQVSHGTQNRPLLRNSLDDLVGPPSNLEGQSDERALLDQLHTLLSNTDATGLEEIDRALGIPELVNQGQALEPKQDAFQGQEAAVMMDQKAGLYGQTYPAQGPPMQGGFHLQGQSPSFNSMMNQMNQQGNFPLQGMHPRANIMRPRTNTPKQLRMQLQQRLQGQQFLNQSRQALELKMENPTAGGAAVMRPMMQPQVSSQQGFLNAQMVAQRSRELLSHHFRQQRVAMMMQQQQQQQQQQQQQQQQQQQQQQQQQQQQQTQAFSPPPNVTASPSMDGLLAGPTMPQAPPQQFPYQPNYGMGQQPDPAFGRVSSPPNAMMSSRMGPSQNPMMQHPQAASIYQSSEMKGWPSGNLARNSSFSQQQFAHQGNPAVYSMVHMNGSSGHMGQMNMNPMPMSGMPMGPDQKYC
C8 TRAIL sens: caspase-8 TRAIL sensitization; NB7+C8 cells + TRAIL, ATPlite viability luminescence; AID 624354; 360,000 tested, 1% active; inhibition (viability loss, TRAIL sensitization), % at 10 µM;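 active = compounds causing at least 50% loss of cell viability in the single-dose screen, relative to plate controls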
SRC1 inh: inhibitors of human steroid receptor coactivator 1 (SRC1); HEK293 GAL4-SRC1 luciferase reporter, luminescence; inhibition, % at 3.6 µM; 360,000 tested, 0.12% active; AID 588354;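 active = inhibition above the campaign mean plus 3 SD, with each screening campaign given its own cutoff, cut at about 60% in these data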;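 note: 0% = DMSO treated cells and 100% = gossypol at 36 µM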
NR2F2 inh: inhibitors of human COUP-TFII (NR2F2) | HEK293T NGFI-A luciferase reporter, luminescence | AID 686940 | inhibition, % at 8.6 µM | P24468 | 370,000 tested, 0.7% active;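 active = inhibition above a per-plate cutoff, mean inhibition of test wells between control levels plus 3 SD, cut at about 38% in these data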;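 note: cells cotransfected with COUP-TFII expression vector driving the NGFI-A reporter; 0% = median of COUP-TF2 test wells and 100% = reporter-only cells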
* hit, by the source's call; nt = no result given. A portion of the library (hit frequency here may not be typical).

SMILES | TWEAK-Fn14 inh | TROY signal inh | LRH-1 inv ag | EBV LMP1 NFkB | KKLEB tox | Shn3 inh set2 | CF NFkB block | NCOA3 inh | C8 TRAIL sens | SRC1 inh | NR2F2 inh
CCOC(=O)c1sc2nc(COC(=O)c3c(F)cccc3F)[nH]c(=O)c2c1C | -6 | -14 | -25 | -3 | 8 | -17 | -3 | -4 | 9 | -6 | 16
COc1ccc(/C(N)=N/OC(=O)c2c(-c3ccccc3Cl)noc2C)cc1OC | -22 | 4 | 4 | 7 | -14 | 14 | 0 | 21 | 93* | -12 | -2
CCOC(=O)c1c(CN2CCN(C)CC2)oc2ccc(O)cc12 | -8 | -9 | 10 | 3 | 5 | -20 | -4 | -18 | -16 | -17 | 20
CCc1cccc(NC(=O)Cn2cc(C=O)c3ccccc32)c1 | 71* | 18 | 24 | 14 | -12 | 65 | 14 | 17 | 14 | 21 | 36
COc1ccc2c(c1)-c1nc(/N=C/c3c(O)ccc4ccccc34)sc1CC2 | 6 | -3 | 8 | 8 | -16 | 10 | 31 | 5 | 1 | -6 | 16
O=C(NCc1cccs1)c1ccc([N+](=O)[O-])cc1 | 5 | -7 | -3 | -3 | 5 | -18 | -20 | 18 | -3 | 4 | -12
CC(=O)c1nc(-c2ccccc2)sc1C | -5 | -10 | -7 | -5 | 1 | 43 | 17 | -4 | -4 | -17 | -14
COc1cc(C(O)c2nc(-c3cccs3)cs2)ccc1F (stereo not given) | 8 | -19 | -13 | nt | 4 | 22 | -49 | 8 | 6 | 2 | 8
CCOC(=O)C1(C(=O)OCC)C(C)CC(=O)N1c1ccccc1OC (stereo not given) | 7 | -5 | 17 | 5 | 4 | -13 | -4 | -2 | 5 | -8 | 4
NS(=O)(=O)c1ccc(N/N=C/c2ccccc2C(=O)O)c([N+](=O)[O-])c1 | -14 | -11 | -3 | -1 | 8 | 8 | -12 | 21 | 6 | 2 | -12
O=C(/C=C/c1ccc(Cl)cc1)Nc1ccc(N2CCOCC2)cc1 | -29 | -11 | -4 | -4 | -2 | -2 | 15 | 15 | 1 | 14 | 14
COCCCNC(=S)NCCc1ccc(F)cc1 | -19 | -17 | -19 | 0 | -45 | -14 | 11 | -1 | -4 | -18 | -28
COc1cccc(C(=O)Nc2cccc(-c3nc4ncccc4o3)c2C)c1 | 9 | 27 | 7 | 2 | 0 | -3 | -17 | 0 | -26 | -1 | -9
O=C(CSc1nc2[nH]c(=O)cc(O)c2s1)Nc1ccc(Br)cc1 | 13 | -1 | -1 | -6 | -12 | -10 | 20 | 9 | -11 | 1 | -10
CCOC(=O)c1[nH]cnc1C(=O)Nc1ccccc1 | 12 | -5 | -12 | -6 | -1 | 16 | -2 | 12 | -10 | -7 | -12
C[C@H]1CN(c2ccc(Br)cc2)C(=O)[C@@H]1CC(=O)Nc1ccccc1 | 13 | -13 | -12 | 3 | 6 | 8 | -21 | -2 | -5 | -18 | 1
COc1ccc(NC(=S)N2CCN(CCN3C(=O)c4cccc5cccc(c45)C3=O)CC2)cc1 | -8 | 4 | -2 | 3 | -36 | 20 | -2 | -10 | -16 | -12 | 12
COc1ccc(-c2nnc3ccc(SCC(=O)Nc4nc5ccccc5s4)nn23)cc1OC | 4 | 20 | 13 | -6 | 4 | -35 | -4 | -22 | -5 | -10 | 3
CN(C)S(=O)(=O)c1cccc(NC(=O)c2cc(-c3cccs3)nc3ccccc23)c1 | 29 | 3 | 9 | 8 | 15 | -8 | -26 | 28 | 2 | 22 | 0
CN1C(=S)SC(N(O)C(=O)NC2CCCCC2)C1(C)C (stereo not given) | 1 | 3 | -7 | 4 | 0 | -7 | 1 | 1 | -11 | 4 | 21
CC(C)c1cc(C(=O)N2CCCC(N3CCN(c4ccccc4F)CC3)C2)nc(N)n1 (stereo not given) | -9 | -10 | -7 | 7 | -6 | 1 | 9 | 14 | -30 | -11 | -3
O=[N+]([O-])c1ccccc1S(=O)(=O)NCCSc1ccccc1 | -5 | 18 | 7 | -4 | 2 | 3 | 2 | -26 | 3 | 18 | -2
Cc1[nH]c2ccccc2c1C(=O)C(=O)N1CCN(C)CC1 | -12 | -6 | 13 | -6 | 2 | 3 | -4 | 6 | 0 | -10 | 2
C=CCSC1=C(C#N)C(c2ccccc2Cl)CC(=O)N1 (stereo not given) | -16 | 0 | -6 | -4 | -3 | -25 | 16 | 10 | -4 | 0 | -5
Cc1cc(NC(=O)CSc2nnc(Nc3ccccc3)s2)no1 | -14 | 20 | 8 | 2 | -5 | 7 | 0 | 1 | -5 | -4 | -10
COC(=O)C1(CO)NC(c2ccc(C)cc2)C2C(=O)N(c3ccccc3)C(=O)C21 (stereo not given) | -7 | 9 | -1 | 9 | -3 | 9 | 3 | -1 | 9 | -11 | 5
COc1cccc(C(=O)c2c[nH]c(C(=O)NCCCN(C)C)c2)c1 | 5 | 8 | 15 | 10 | -3 | -12 | -4 | 20 | 3 | 0 | -18
CCc1cc2c(=O)c(-c3nc4ccccc4n3C)c(COCC(=O)O)oc2cc1OC(=O)C(C)(C)C | -12 | -13 | 23 | 4 | 15 | 8 | -6 | 6 | 15 | -13 | -14
O=C(Cn1cc([N+](=O)[O-])cn1)NCc1ccco1 | 10 | 2 | 6 | -1 | -2 | 5 | -11 | -16 | -17 | -11 | 9
CCOC(=O)N1CCC(=NNc2ccc(S(N)(=O)=O)cc2[N+](=O)[O-])CC1 | 5 | 1 | -4 | 2 | 5 | 18 | 15 | 11 | -2 | 11 | 4

Results in CF NFkB block (3 entries from above):
Molecule | CF NFkB block
Cc1cc(NC(=O)CSc2nnc(Nc3ccccc3)s2)no1 | 0
C[C@H]1CN(c2ccc(Br)cc2)C(=O)[C@@H]1CC(=O)Nc1ccccc1 | -21
Cc1[nH]c2ccccc2c1C(=O)C(=O)N1CCN(C)CC1 | -4

Going on with the list.
SMILES | TWEAK-Fn14 inh | TROY signal inh | LRH-1 inv ag | EBV LMP1 NFkB | KKLEB tox | Shn3 inh set2 | CF NFkB block | NCOA3 inh | C8 TRAIL sens | SRC1 inh | NR2F2 inh
Cc1ccccc1-c1nc(CN(C)C(C)c2ccon2)c(C)o1 (stereo not given) | -8 | 2 | -8 | -9 | 3 | -88 | 11 | 12 | -2 | -12 | 18
Cc1ccccc1S(=O)(=O)Cc1ccc(C(=O)NC2CCCCCC2)o1 | 5 | -25 | 23 | 12 | -1 | 22 | 35 | 7 | 6 | 6 | -6
CC(=O)c1ccc(-n2nnnc2SCC(=O)Nc2cccc(NC(=O)c3ccco3)c2)cc1 | -11 | -17 | 14 | 3 | 4 | 11 | -6 | 14 | 15 | 4 | 6
COCCCNS(=O)(=O)c1ccc2c3c(cccc13)C(=O)S2 | 11 | -1 | -14 | 0 | -2 | -1 | 3 | 6 | 0 | 7 | 0
Cc1ccc(NC(=O)CN(C)S(=O)(=O)c2cccc3cccnc23)c(C)c1 | -4 | -31 | -16 | 2 | -2 | 4 | -4 | 2 | 2 | 2 | -7
Cc1nc2ncccn2c1-c1csc(Nc2ccc(S(N)(=O)=O)cc2)n1 | -8 | 5 | 20 | 3 | -2 | -15 | -16 | 8 | -6 | 17 | -11
COC(=O)NNC(=O)c1cccc(C)c1 | -4 | 22 | 8 | -11 | 8 | -18 | -20 | 16 | 24 | 3 | nt
CC1=NNC(=O)C1CCC(=O)N/N=C(\C)c1ccc(Cl)cc1 (stereo not given) | 1 | -17 | 21 | 35 | -5 | -1 | -12 | -2 | -3 | 3 | -1
CN(CCCC(=O)N1CCN(c2ncccn2)CC1)S(=O)(=O)c1ccc(F)cc1 | -11 | 14 | 12 | -3 | 0 | 8 | 19 | -9 | -11 | 1 | 5
Cc1[nH]c2ccccc2c1/C=N/NC(=O)c1cc(-c2ccncc2)nc2ccccc12 | 27 | 24 | 25 | -9 | -30 | -8 | 12 | 18 | 13 | -10 | -25
O=C(CCNS(=O)(=O)c1ccccc1)N1CCCC1 | 0 | 6 | -2 | -8 | 8 | -13 | -10 | 19 | -35 | 4 | 15
CN(Cc1nc2ccccc2c(=O)[nH]1)C(=O)c1ccc(S(=O)(=O)N(C)C)cc1 | 12 | -2 | 4 | 4 | -10 | 5 | 16 | -4 | 4 | -5 | -13
Cc1ccc(S(=O)(=O)NCC(=O)N(CC(=O)NCC2CCCO2)CC2CCCO2)cc1 (stereo not given) | -8 | -1 | 3 | 1 | 2 | -12 | -17 | 13 | -5 | -8 | 22
Cc1cc(NS(=O)(=O)c2ccc(NS(=O)(=O)c3ccc(CC(C)C)cc3)cc2)nc(C)n1 | 2 | -3 | 0 | -6 | -3 | -18 | 0 | 8 | -1 | 4 | -20
O=C(O)CNC(=O)c1ccc(NS(=O)(=O)c2ccc3ccccc3c2)cc1 | -3 | -8 | 9 | -1 | 10 | 0 | 5 | 10 | -9 | 3 | -6
COc1cccc(NC(=O)CSc2nnc(Cc3cccs3)n2-c2ccc(C)cc2)c1 | 18 | 5 | 3 | 19 | 7 | 34 | -10 | -8 | -8 | 3 | 20
O=C(Cn1cc(C(=O)C(=O)N2CCOCC2)c2ccccc21)Nc1cccc(C(F)(F)F)c1 | -13 | -3 | 1 | -6 | 0 | 2 | -3 | 7 | 3 | 0 | -1
COc1cccc(NC(=O)CCC2CCN(Cc3nccs3)CC2)c1 | -14 | -20 | -19 | -1 | 12 | -10 | -21 | 6 | -10 | -5 | 22
COc1cc(N)c(Cl)cc1Cl | -8 | 14 | -2 | -10 | 8 | 9 | 5 | 3 | -26 | -8 | 3
COc1ccc2c(c1OC)C(=O)N(c1ccc(O)cc1)C2=O | 2 | -8 | 33 | 7 | -5 | -16 | 16 | 3 | 11 | 3 | -26
CCc1ccc(/C=C\C(=O)N2CCc3ccccc3C2)cc1 | -43 | -60 | -20 | 3 | -9 | -8 | 3 | -21 | 7 | -24 | -26
C/C(=N\NC(=O)c1cccs1)C(C)(C)C | -12 | -80 | -149 | 4 | -1 | -26 | -15 | -88 | -5 | -156 | -35
O=C(O)c1ccccc1SCC(=O)N1CCOCC1 | 0 | -3 | 5 | -12 | -17 | -3 | 19 | 17 | 0 | -15 | 19
Fc1cccc(Cc2noc(CN3CCN(C4CCc5ccccc5C4)CC3)n2)c1 (stereo not given) | 20 | 10 | 8 | 3 | -4 | -5 | -1 | 19 | -6 | 13 | -3
CC1CCCC(C)N1CCNC(=O)CCc1nnc2n(Cc3ccccc3)c(=O)c3ccccc3n12 (stereo not given) | 13 | 10 | 9 | -3 | 7 | 3 | -20 | -6 | -7 | -3 | -10
O=C(NCC(=O)N(c1ccccc1)C(C(=O)NC1CCCCC1)c1cccnc1)c1ccco1 (stereo not given) | 26 | -24 | -20 | -2 | -1 | 15 | 5 | -15 | 0 | 7 | -8
COC(=O)[C@]12CCCCC=C1N(Cc1ccco1)C(=O)[C@H](CC(=O)NCC13CC4CC(CC(C4)C1)C3)C2 | 8 | -9 | 2 | nt | nt | nt | nt | nt | -3 | nt | 7

Source: PubChem BioAssay
